# NCI-60 one-dose screen, 48 h, at 10 µM unless noted. Numbers give growth in % (100 = growth as untreated, 0 = no growth, -100 = all killed).
# HCT-15 = HCT-15 colon cancer | AID 1794746 | 82,000 tested, 5.2% active
# HCC-2998 = HCC-2998 colon cancer | 79,000 tested, 4.7% active | AID 1794799
# COLO 205 = COLO 205 colon cancer | 79,000 tested, 7.3% active
# HCT-116 = HCT-116 colon cancer; 82,000 tested, 7.3% active
# A498 = A498 renal cancer cells | 76,000 tested, 5.4% active | AID 1794774
# SNB-75 = SNB-75 CNS cancer; AID 1794750; 79,000 tested, 5% active
# KM12 = KM12 colon cancer cells | 82,000 tested, 5% active
# SW-620 = SW-620 colon cancer. 82,000 tested, 5.2% active
# HT29 = HT29 colon cancer | 81,000 tested, 7.4% active
# Numbers without * were called inactive; . = no result given. Rule for the calls: active = growth percent below 10; inactive = the rest.
(1) Cc1ccc2[nH]c(=O)cc(C)c2c1
(2) O=C(O)C[n+]1ccccc1
(3) CC1=C(C(=O)Nc2ccc(F)cc2)C(c2ccc(Cl)cc2)C2=C(CC(C)(C)CC2=O)N1 (configuration not stated)
(4) CN1C(=O)N(C)C2NC(N/N=C/c3ccc(Br)cc3)=NC21 (configuration not stated)
(5) Cn1c(=O)c2c(=O)c3c4c(oc3oc2c2ccccc21)C(=O)c1ccccc1C4=O
(6) CC1(C)OC(=O)CC1CCCC(=O)O (configuration not stated)
(7) Cn1ccc2c1-c1[nH]c(=O)c(S(=O)(=O)c3ccccc3)cc1CCC2
(8) CCOCc1ccccc1C(O)(c1ccccc1)c1ccccc1
Screen / compound no. | 1 | 2 | 3 | 4 | 5 | 6 | 7 | 8
HCT-15 | 99 | 104 | 85 | 101 | 94 | 113 | 102 | 100
HCC-2998 | 117 | 100 | 100 | 102 | 104 | 111 | 115 | 91
COLO 205 | 100 | 119 | 97 | 105 | 104 | 112 | 115 | .
HCT-116 | 104 | 101 | 87 | 97 | 100 | 108 | 102 | 95
A498 | 86 | 104 | 54 | 90 | . | 100 | 80 | 88
SNB-75 | 97 | 81 | 66 | 65 | 101 | 102 | 94 | 84
KM12 | 108 | 115 | 93 | 106 | 96 | 107 | 101 | 89
SW-620 | 98 | 103 | 95 | 100 | 103 | 108 | 103 | 102
HT29 | 106 | 107 | 98 | 111 | 97 | 114 | 105 | 89

# Down the list, from the results shown:
# Entries 1 to 8 in KM12: 108, 115, 93, 106, 96, 107, 101, 89
# Entries 1 to 8 in A498: 86, 104, 54, 90, ., 100, 80, 88
# Entries 1 to 8 in HT29: 106, 107, 98, 111, 97, 114, 105, 89

# (continued)
(9) N#CCCC(C#N)(c1cccnc1)N1CCOCC1 (configuration not stated)
(10) O=C(OCCOCCN1CCCCC1)N1c2ccccc2Sc2cccnc21
(11) Brc1cn2[n+](c1)[B-]n1cc(Br)c[n+]1[B-]2
(12) O=C(/C=C/c1cccc(O)c1)c1cccc(-n2cc(-c3ccc4ccccc4c3)[nH]c2=O)c1
(13) CSc1nc(N)c2c(n1)NC(c1ccc3c(c1)OCO3)CC(c1ccc(Cl)cc1)=N2 (configuration not stated)
(14) CCCCCCCCCCCCCCCCC(=O)O
(15) CN(C)N=Nc1cc(C#N)cc(C#N)c1
(16) COc1ccc(Nc2ccc(C(N)=O)c(NCCCNC(=O)C3CCC3)n2)cc1
Screen / compound no. | 9 | 10 | 11 | 12 | 13 | 14 | 15 | 16
HCT-15 | 105 | 100 | 79 | 2.4* | 60 | 102 | 98 | 97
HCC-2998 | 114 | 109 | 89 | 44 | 108 | 97 | 101 | 110
COLO 205 | 98 | 114 | 119 | -8.8* | 84 | 114 | 111 | 64
HCT-116 | 100 | 100 | 87 | -100* | 38 | 101 | 105 | 71
A498 | . | 63 | 86 | 92 | 70 | 115 | . | 83
SNB-75 | 102 | 80 | 91 | 4.8* | 97 | 101 | 66 | 14
KM12 | 99 | 119 | 92 | -72* | 83 | 105 | 109 | 71
SW-620 | 106 | 106 | 87 | -55* | 83 | 105 | 111 | 97
HT29 | 88 | 112 | 90 | -73* | 52 | 98 | 117 | 99

# Of the compounds above, these have a Cl atom:
(3) CC1=C(C(=O)Nc2ccc(F)cc2)C(c2ccc(Cl)cc2)C2=C(CC(C)(C)CC2=O)N1 (configuration not stated)
(13) CSc1nc(N)c2c(n1)NC(c1ccc3c(c1)OCO3)CC(c1ccc(Cl)cc1)=N2 (configuration not stated)
Screen / compound no. | 3 | 13
HCT-15 | 85 | 60
HCC-2998 | 100 | 108
COLO 205 | 97 | 84
HCT-116 | 87 | 38
A498 | 54 | 70
SNB-75 | 66 | 97
KM12 | 93 | 83
SW-620 | 95 | 83
HT29 | 98 | 52

# Additional records.
(17) Cn1c(=O)n(C)c2cc(CNCCNc3ccnc4cc(Cl)ccc34)ccc21
(18) CCc1ccc(Nc2cc(C)nc3nc(C)nn23)cc1
(19) O=C(NC1CCCCC1)C(c1ccc(O)c(O)c1)N(C(=O)C1CCc2cc(F)ccc2O1)c1ccc(F)cc1F (configuration not stated)
(20) Cc1ccc2cc3c(NC(=O)c4cccnc4)nn(C)c3nc2c1
(21) Cc1ccc(-c2ccc(SCC(=O)Nc3ccc(S(N)(=O)=O)cc3)nn2)cc1
(22) CCCCN1CC(=O)N(/N=C2\C(=O)Nc3ccccc32)C1=S
(23) NCCCc1nn2c(CCC(=O)c3nc4ncccc4[nH]3)nnc2s1
(24) Cc1[nH]nc2ccc(-c3nc4cnc(N5CCN(C)CC5)cn4c3Nc3cccc(F)c3)cc12
Screen / compound no. | 17 | 18 | 19 | 20 | 21 | 22 | 23 | 24
HCT-15 | 9.6* | -4.0* | 76 | 92 | 103 | 91 | 102 | 87
HCC-2998 | 27 | -70* | 74 | 91 | 109 | 101 | 105 | 88
COLO 205 | 55 | -96* | 93 | 85 | 152 | 103 | 109 | 54
HCT-116 | 28 | -91* | 40 | 86 | 106 | 93 | 86 | 65
A498 | 72 | 35 | 85 | 92 | 132 | 64 | 86 | 61
SNB-75 | 70 | 30 | 52 | 74 | 103 | 56 | 85 | 53
KM12 | 55 | 3.5* | 62 | 86 | 104 | 49 | 110 | 69
SW-620 | 23 | -69* | 95 | 92 | 125 | 88 | 93 | 80
HT29 | 6.9* | -76* | 71 | 76 | 118 | 103 | 97 | 46

(25) C=COC(=O)CCCCCCCCC
(26) COC1OCC(O)C(O)C1O (configuration not stated)
(27) Cc1cc(Cl)cc2c1OCN(c1ccccc1)C2
(28) O=Nc1ccc2ccccc2c1O
(29) CC(N)(CSCc1ccccc1)C(=O)O (configuration not stated)
(30) COc1cc(Cn2c(SCCC(=O)Cc3ccc(S(N)(=O)=O)cc3)nc3ccccc3c2=O)cc(OC)c1OC
(31) COc1cc(C(=O)/C=C/c2c(C)n([O-])c3ccc(Cl)cc3[n+]2=O)cc(OC)c1OC
(32) O=C(c1ccccc1)C(c1ccccc1)C(Cl)c1ccccc1 (configuration not stated)
Screen / compound no. | 25 | 26 | 27 | 28 | 29 | 30 | 31 | 32
HCT-15 | 113 | 99 | 95 | 67 | 99 | 80 | 30 | 78
HCC-2998 | 101 | 107 | 103 | 103 | 104 | 123 | 100 | 113
COLO 205 | 111 | 107 | 106 | 75 | 118 | 89 | 36 | 116
HCT-116 | 109 | 102 | 103 | 6.6* | 107 | 73 | 15 | 69
A498 | 96 | 85 | 89 | 95 | 125 | 79 | 100 | 139
SNB-75 | . | 81 | 72 | 120 | 74 | 73 | 60 | 57
KM12 | 106 | 103 | 106 | 79 | . | 103 | 73 | 91
SW-620 | 99 | 99 | 105 | 62 | 109 | 102 | 24 | .
HT29 | 100 | 104 | 111 | 47 | 102 | 101 | 63 | 96

# A few values from the entries so far.
# cpd 24 in HCT-116 is entered as 65
# cpd 32 in HCT-116 is entered as 69

# Later entries
(33) Cc1ccc(C(=O)/C=C/c2ccc3c(c2)OCO3)cc1
(34) CSc1nc(Nc2cccc(N)c2)c(C#N)c(-c2cccc([N+](=O)[O-])c2)n1
(35) Nc1nc2c(ncn2-c2ccccc2)c(=O)[nH]1
(36) Nc1nc(N)nc(-c2cccc([N+](=O)[O-])c2)n1
(37) COc1ccc(-c2nc(SCCC(C)C)nc(N/N=C\c3ccc([N+](=O)[O-])cc3)c2C#N)cc1
(38) O=C(Nc1ccc(Cl)cc1)c1cc(NCc2cc(O)ccc2O)ccc1O
(39) CCSc1ccc(/C=C2\NC(=O)NC2=O)cc1
(40) COc1ccc2nc(-c3cnn4cccnc34)sc2c1
Screen / compound no. | 33 | 34 | 35 | 36 | 37 | 38 | 39 | 40
HCT-15 | 105 | 97 | 106 | 111 | 68 | 68 | 78 | 96
HCC-2998 | 98 | 109 | 101 | 105 | 80 | 102 | 89 | 117
COLO 205 | 108 | 115 | 107 | . | 99 | 105 | 139 | 106
HCT-116 | 95 | 95 | 99 | 106 | 69 | 91 | 98 | 97
A498 | 91 | 77 | . | 86 | 82 | . | 96 | 102
SNB-75 | 99 | 79 | 93 | 89 | 50 | 101 | 93 | 100
KM12 | 98 | 100 | 107 | 111 | 87 | 77 | 104 | 91
SW-620 | 93 | 100 | 115 | 104 | 82 | 90 | 110 | 99
HT29 | . | 100 | 110 | 110 | 70 | 89 | 97 | 106

(41) C/C(=C(\c1ccc(OCCN2CCOCC2)cc1)c1ccc(OC(=O)c2ccccc2)cc1)c1ccc(Cl)cc1
(42) Oc1ccc(C2OCCO2)c2cccnc12
(43) CCN(CC)CCCC(C)N/C(=C1\C(=O)NC(=O)\C1=C(/NC(C)CCCN(CC)CC)c1cccc(OC)c1)c1cccc(OC)c1 (configuration not stated)
(44) CC12O[C@H](C[C@@H](O)[C@H]1O)n1c3ccccc3c3c4c(c5c6ccccc6n2c5c31)C(=O)N(CCCN)C4=O
(45) Cc1cc(C)cc(OC(=O)c2ccccc2)c1
(46) O=C1c2ccccc2C(=O)N1Cc1ccccc1
(47) CC(=O)OCC(OC(C)=O)C(OC(C)=O)C(OC(C)=O)C(COC(C)=O)OC(C)=O (configuration not stated)
(48) O=C(O)COc1ccccc1O
Screen / compound no. | 41 | 42 | 43 | 44 | 45 | 46 | 47 | 48
HCT-15 | 99 | 32 | 5.3* | 96 | 103 | 105 | 95 | 98
HCC-2998 | 96 | 97 | -89* | 45 | 101 | 106 | 104 | 93
COLO 205 | 110 | 64 | -63* | 13 | 118 | 111 | 103 | 107
HCT-116 | 99 | 8.9* | 2.6* | 13 | 107 | 100 | 94 | 89
A498 | 99 | 88 | 60 | 42 | 91 | 71 | 95 | 94
SNB-75 | 108 | 81 | 31 | 50 | 105 | 101 | 88 | 91
KM12 | 99 | 72 | 1.1* | 38 | 110 | 106 | 106 | 108
SW-620 | 99 | 22 | 0.1* | 20 | 99 | 106 | 106 | 107
HT29 | 85 | 78 | -55* | 11 | 111 | 93 | 100 | 100

(49) Cc1ccc2c(c1C)N1OC(C2)C[C@H]1c1cccc2ccccc12 (some centres not stated)
(50) N#CC1=C(N)Oc2c(ccc3ccccc23)C1c1ccc([N+](=O)[O-])cc1 (configuration not stated)
(51) COc1ccc(C(C)c2cc3c(cc2OCC(=O)O)OCO3)cc1 (configuration not stated)
(52) NC1N=C(Nc2ccccc2)N=CC(c2cc3ccccc3oc2=O)=N1 (configuration not stated)
(53) O=C(Nc1ccccc1)Nc1ccc(Nc2ncnc3sc4c(c23)CCOC4)cc1
(54) COc1cc(NC(=O)CCl)ccc(=O)c1
(55) C/C(=C(\c1ccc(OCCN2CCCCCC2)cc1)c1ccc(OC(=O)Cc2ccccc2)cc1)c1ccc(Cl)cc1
(56) O=C1Cc2c(sc3c(F)cccc23)C(c2ccccc2[N+](=O)[O-])N1 (configuration not stated)
(57) O=C1Nc2ccc(Cl)cc2/C1=N\c1nnc(-c2ccc(Cl)cc2)o1
Screen / compound no. | 49 | 50 | 51 | 52 | 53 | 54 | 55 | 56 | 57
HCT-15 | 82 | 41 | 106 | 100 | 83 | 29 | -15* | 110 | 84
HCC-2998 | 96 | 86 | 104 | 102 | 99 | 105 | 14 | 119 | 102
COLO 205 | 115 | 105 | 109 | 95 | 71 | 83 | -80* | 113 | 89
HCT-116 | 71 | 69 | 101 | 91 | 78 | 63 | 4.6* | 86 | 49
A498 | 80 | . | 106 | . | 22 | 86 | 79 | 115 | 87
SNB-75 | 90 | 45 | 107 | 76 | 46 | 72 | 40 | 90 | 87
KM12 | 105 | 50 | 97 | 97 | 93 | 90 | 22 | 100 | 103
SW-620 | 98 | 56 | 103 | 102 | 93 | 70 | -35* | 79 | 85
HT29 | . | 90 | 102 | 101 | 46 | 70 | -8.1* | 112 | 95

# Entries listed so far with a thiophene ring, fused or not:
(53) O=C(Nc1ccccc1)Nc1ccc(Nc2ncnc3sc4c(c23)CCOC4)cc1
(56) O=C1Cc2c(sc3c(F)cccc23)C(c2ccccc2[N+](=O)[O-])N1 (configuration not stated)
Screen / compound no. | 53 | 56
HCT-15 | 83 | 110
HCC-2998 | 99 | 119
COLO 205 | 71 | 113
HCT-116 | 78 | 86
A498 | 22 | 115
SNB-75 | 46 | 90
KM12 | 93 | 100
SW-620 | 93 | 79
HT29 | 46 | 112

# Bioassay records: PubChem, NCI
